Screens: PubChem BioAssay, National Center for Advancing Translational Sciences (NCATS)
TCR activator – activates T cell receptor signaling; primary human leukocytes, anti-CD3, IL-2 HTRF, 48 h; Potency, µM (highest dose often 9.22 µM), inactives show at the top dose activation of IL-2 secretion, usual class: activators; 330,000 tested, under 10 active; AID 504894; further: % of control where 0% means no effect
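Primary human leukocytes were stimulated with a-CD3 beads plus compounds for 48 hr without co-stimulation; secreted IL-2 was quantified by HTRF using a-IL-2-K (europium cryptate) and a-IL-2-d2, excited at 320nm with acceptor emission read at 665nm.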
MLL CXXC-DNA inh – MLL CXXC-DNA interaction inhibition | Q03164 | MLL-CXXC / FITC-HOXA9 DNA fluorescence polarization | Potency, µM (titrated, usually from 115 µM), inactives show at the highest dose activity change, negative = inhibition, most hits filed as inhibitors | 0.037% of 290,000 active; active means well fitted inhibition curve with a large enough effect in the polarisation, with a control signal flat, not every such curve was filed as active; inconclusive means small, poorly fitted or top-dose-only effect, or effect the other way, or a change in a side signal; inactive means no such curve, though single readings can be large or run the other way; the % refers to the polarisation; further: potency means the concentration at half of the fitted maximal effect
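Steps: dispense CXXC domain solution (7 uM) → pin compounds or unlabeled HOX-A9 DNA control → 5 min ambient → add FLSN-HOX-A9 solution (50 nM) → spin → 30 min ambient → fluorescence polarization. Tris pH 7.5/NaCl/DTT/BSA buffer.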
PTAP TSG101 blk – blocks PTAP/TSG101 interaction to inhibit HIV-1 budding | Q99816 | 340,000 tested, under 10 active | Fluorescence polarization, FITC-PTAP peptide / Tsg101 binding | Potency, µM (doses to about 115 µM), for inactives: at the top dose activity change, negative = inhibition, most hits filed as inhibitors; active means well fitted inhibition curve with a large enough effect in the main read-out, with a control signal flat, not every such curve was filed as active; inconclusive means small, poorly fitted or top-dose-only effect, or effect the other way, or a change in a side signal; inactive means no such curve, though single readings can be large or run the other way; further: potency means the concentration at half of the fitted maximal effect; % of control where 0% means no effect
Target sequence (Q99816 whole entry, looked up): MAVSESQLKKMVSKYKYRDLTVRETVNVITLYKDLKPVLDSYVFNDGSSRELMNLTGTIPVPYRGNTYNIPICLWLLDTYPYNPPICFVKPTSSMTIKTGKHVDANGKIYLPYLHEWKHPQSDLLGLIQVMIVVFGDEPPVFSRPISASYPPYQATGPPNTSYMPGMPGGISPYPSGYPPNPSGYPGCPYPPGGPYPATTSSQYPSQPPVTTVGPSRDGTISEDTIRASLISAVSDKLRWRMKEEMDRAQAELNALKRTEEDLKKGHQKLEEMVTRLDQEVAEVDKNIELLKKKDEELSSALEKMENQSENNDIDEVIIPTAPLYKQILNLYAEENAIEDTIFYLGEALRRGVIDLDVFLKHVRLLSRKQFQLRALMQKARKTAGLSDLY
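Fluorescence anisotropy tracks displacement of a FITC-tagged PTAP peptide (50 nM) from the Tsg101 binding domain (10 uM), following a 20 min room-temperature incubation at pH 7.5.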
ELG1 DNA repair – ELG1-dependent DNA repair inhibition; 2.3% of 330,000 active; HEK293T ELG1-luciferase reporter, luminescence, 16 h; DNA damage induced by 5-fluorouridine; Potency, µM (titrated, usually from 46.1 µM), for inactives: at the top dose activity change, negative = inhibition, most hits filed as inhibitors; further: potency means the concentration at half of the fitted maximal effect; on the % scale 0 is the no-effect control and ±100 the full control effect; nearly all actives have a fitted effect of over 55% in size
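Cells (2,000 per well) received 5-fluorouridine plus test compound or DMSO and were incubated 16 hr at 37 °C, 5% CO2. Luciferase activity was read by luminescence 30 min after ONE-Glo addition; signal suppression marked inhibition of damage-induced ELG1 function.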
AT treatment – potential ataxia-telangiectasia treatment; 0.19% of 320,000 active; Potency, µM (top dose mostly 57.5 µM), without a hit: top-dose activation, hits mostly activators; […] A-T fibroblasts, KAP-1 phosphorylation AlphaLISA; neocarzinostatin DNA damage 30 min before lysis; further: potency means the concentration at half of the fitted maximal effect; % of control where 0% means no effect; nearly all actives have a fitted effect of over 45% in size
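ATM-like activity read as KAP-1 phosphorylation via AlphaLISA donor/acceptor antibody pairs after lysis and 6 hr at 25C. Cells were ATM-null patient fibroblasts ([…], hTERT), dosed 60 min, then exposed to the DSB inducer NCS for 30 min.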
BRCA1 expr up – increases BRCA1 expression. AID 624202. Potency, µM (titrated, usually from 46.1 µM), for inactives: at the top dose activation, most hits filed as activators. 1.1% of 380,000 active. MCF7-BRCA1-FFLuc reporter, luminescence, 48 h; response scale: scaled: vehicle 0%, 10 µM genistein 100%; further: potency means the concentration at half of the fitted maximal effect; nearly all actives have a fitted effect of over 80% in size; some results filed as inactive show a strong effect at the top dose
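Reporter cells (MCF7, BRCA1 promoter-firefly luciferase) received library compounds across a concentration series for 48 h. End-point luminescence was measured and concentration-effect curves derived after normalization.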
B2AR arrestin – recruits beta-arrestin to the human beta2-adrenergic receptor. P07550. beta-arrestin recruitment to beta2AR, cell-based reporter. Potency, µM (series often up to 46.1 µM), for inactives: at the top dose activation, usual class: activators. 0.02% of 330,000 active. AID 492947;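 further: potency means the concentration at half of the fitted maximal effect; 0% = DMSO controls and full agonism = EC100 isoproterenol or metaproterenol; nearly all actives have a fitted effect of over 65% in size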
Target sequence (P07550 whole entry, looked up): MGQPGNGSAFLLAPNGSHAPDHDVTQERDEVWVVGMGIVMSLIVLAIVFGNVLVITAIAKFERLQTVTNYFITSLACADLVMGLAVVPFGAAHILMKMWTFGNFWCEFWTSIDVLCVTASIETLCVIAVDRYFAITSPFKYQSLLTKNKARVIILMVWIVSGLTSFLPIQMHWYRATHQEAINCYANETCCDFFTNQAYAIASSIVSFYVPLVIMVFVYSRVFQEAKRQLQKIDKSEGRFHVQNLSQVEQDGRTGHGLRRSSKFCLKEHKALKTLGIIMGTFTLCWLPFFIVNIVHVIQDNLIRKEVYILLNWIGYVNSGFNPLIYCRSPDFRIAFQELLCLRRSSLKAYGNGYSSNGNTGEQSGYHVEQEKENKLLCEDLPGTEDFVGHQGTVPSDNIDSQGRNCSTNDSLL
p53 reactivation – re-activators of mutant p53; H1299 p53-A138V BP100-luciferase reporter, luminescence, 24 h; Potency, µM (highest dose often 92.2 µM), for inactives: top-dose activity change, positive = activation, actives largely listed as activators; 0.063% of 320,000 active; further: potency means the concentration at half of the fitted maximal effect; % of control where 0% means no effect; nearly all actives have a fitted effect of over 45% in size
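H1299 (p53-null), stable ts p53-A138V + BP100-Luc; 1000 cells/well, Opti-MEM/10% FBS; cpd 4 pt, 1:5; 24 h, 37 deg C, 5% CO2; detection reagent 10 min RT; luminescence.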
TRPV1 ag – human TRPV1 agonism; Q8NER1; TRPV1-expressing cells, Fluo-8 calcium influx, agonist mode; activation, % at 8.33 µM; 0.19% of 320,000 active; AID 540275; in the data active means activation above about 80%; inconclusive means between about 30% and that limit; further: 0% is about no effect
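TRPV1-expressing cells were cultured overnight at 35.5C and loaded with Fluo-8 calcium dye for 40 to 90 min at room temperature. After a 10 s baseline, compound was added and calcium influx was read kinetically for 3 min (ex 480/em 520 nm).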
Integrin act MD – activates integrin-mediated alleviation for muscular dystrophy. Potency, µM (highest dose often 38.3 µM), without a hit: top-dose activation, actives largely listed as activators. alpha7betagal myoblasts, beta-gal FDG fluorescence, 48 h. 0.064% of 350,000 active;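 further: potency means the concentration at half of the fitted maximal effect; 100% = response of the positive control SU9516; nearly all actives have a fitted effect of over 60% in size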
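Alpha7betagal+/- myoblasts (passage 13) were plated 16-24 hr, then exposed to compounds (1:260 dilution of DMSO stock) for 48 hours at 37C. After MPER lysis, β-galactosidase reporter activity was read as FDG fluorescence (ex 480/em 540) after 30 minutes.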
* hit, by the source's call; ? = inconclusive; . = no result given; & = joins results of further samples; [ ] = dose if it differs, or a comment. Unless noted, the call rests on the fitted dose curve; in most records, active means well fitted curve in the direction sought with a large enough effect; inconclusive means small, poorly fitted or top-dose-only effect, or another doubt; inactive means no such curve, though single readings can be large; an effect the other way counts as inactive or inconclusive. An unsorted share of the library. Share with any hit: about 3.8%.

SMILES | TCR activator | MLL CXXC-DNA inh | PTAP TSG101 blk | ELG1 DNA repair | AT treatment | BRCA1 expr up | B2AR arrestin | p53 reactivation | TRPV1 ag | Integrin act MD
O=C(O)C1C2CCC(C2)C1C(=O)Nc1ccccc1 (stereo not given) | -6% | . | 0% | . | . | 3% | . | . | . | -10%
CNC(=O)Nc1cc(C(F)(F)F)cc(C(F)(F)F)c1 | -3% | -9% | -2% | 5% | 4% | -9% | -0.5% | -5% | -1 | 20%
COc1ccc(C(=O)N2CCc3ccccc32)cc1S(=O)(=O)N1CCOCC1 | -10% | . | 0% | -1% | 4% | -24% | 0.1% | -8% | 0 | 11%
CN1CCN(S(=O)(=O)c2ccc(Oc3ccc(F)cc3Br)nc2)CC1 | -4% | -7% | 0% | ? | -19% | -23% | -0.2% | -9% | 4 | 11%
CC(=O)NCCCC(=O)NC(CCC(=O)OCc1ccccc1)C(=O)OCc1ccccc1 (stereo not given) | -54% | -6% | 0% | 7% | 8% | -2% | 0.4% | -2% | 15 | 1%
CCOc1ccc(-n2c(O)c(/C=N/Nc3nnc(C)c(=O)[nH]3)c3ccccc3c2=O)cc1 | -6% | -1% | -8% | -4% | -20% | -38% | 0.1% | 4% | -1 | -4%
O=C(NC1CC2CCCC(C1)N2C(=O)Nc1ccccc1)C1CC1 (stereo not given) | 2% | -3% | -1% | -7% | 2% | -2% | -0.2% | -3% | 0 | ?
Cc1cc(C)n(C(=O)c2ccccc2[N+](=O)[O-])n1 | 6%[46.1 µM] | 6% | -1% | ? | 0% | -100%[inhibitor] | -0.5% | 15% | 0 | 32%
COc1ccccc1NC(=O)Cn1c(=O)n(-c2ccccc2)c(=O)c2oc3ccccc3c21 | 3%[46.1 µM] | 2% | 0% | 9% | 2% | -2% | 0.6% | -1% | 3 | 6%
CCC(C)c1nc2c(c(N3CCC3=O)c1-c1ccccc1)CCCC2 (stereo not given) | -6% | . | 1% | . | . | 13% | . | . | . | 3%
CCC(C)(C)NC(=O)C(c1cccc(OC)c1OC)N(CC(C)C)C(=O)CCC(=O)Nc1cc(C)on1 (stereo not given) | 4% | -7% | -3% | -5% | 0% | -4% | -0.4% | -2% | 8 | -17%
Cc1ccccc1C(=O)Nc1ccccc1C(=O)N1CCC(C)CC1 | 2% | 17% | 60%[activator] | 0% | 6% | -17% | -0.4% | 5% | 1 | -32%
COc1cc(S(=O)(=O)N2CCOCC2)ccc1F | -2% | -7% | 1% | 6% | -8% | -8% | -0.1% | -4% | -1 | 4%
COC(=O)c1ccc2c(=O)n(CCN3CCOCC3)c(SCC(=O)c3ccccc3)nc2c1 | -3% | 0% | 1% | 5% | 18µM* | 7% | -0.2% | 3% | 0 | 35%
Cc1nn(C)c(C(=O)NNC(=S)NC2CCCCC2)c1Br | -5% | -4% | 1% | ? | -5% | ? | -0.7% | 15% | 7 | 5%
O=C(NC(=S)NCC1COc2ccccc2O1)c1ccccc1 (stereo not given) | 0%[46.1 µM] | 3% | -2% | -6% | 3% | -1% | 2.6% | 5% | 22 | 2%
Cc1[nH]c2ccccc2c1C(=O)C(C)OC(=O)c1ccc(Cl)nc1 (stereo not given) | 0% | . | 1% | -10% | -12% | -14% | 0.1% | -13% | 0 | 9%
O=C(CN1CCN(c2nc(-c3ccc(F)cc3)cs2)CC1)Nc1ccc2c(c1)OCO2 | -7% | 2% | -2% | -4% | 0% | -26% | -0.2% | -3% | 14 | -24%
COc1cc(NC(=O)c2ccc(C)cc2)c(OC)cc1NC(=O)CN1CCCCC1 | 3%[46.1 µM] | 8% | 0% | ? | . | -20% | -0.1% | 2% | 2 | -21%
c1ccc(-c2nc(N3CCOCC3)cc(N3CCOCC3)n2)cc1 | -2% | -1% | 0% | 15µM* | -3% | -38% | 0.0% | 4% | 10 | -4%
N#C/C(=C/c1cc(Br)cs1)C(=O)NCC1CCCO1 (stereo not given) | -2% | -1% | -1% | 9% | 0% | 2% | -0.4% | -4% | 10 | 11%
COc1ccc(CCN2CC(C(=O)N3CCN(C(C)=O)CC3)CCC2=O)cc1 (stereo not given) | -3% | 2% | -3% | 18% | -5% | -2% | -0.9% | -12% | -2 | 0%
COc1ccc(C(=O)NC(=S)Nc2cc(C)ccn2)cc1[N+](=O)[O-] | -5%[46.1 µM] | 4% | -4% | ? | -4% | 11% | 0.3% | 8% | 6 | -8%
Cc1[nH]c2ccccc2c1C(=O)CN1C(=O)NC2(CCCCCC2)C1=O | . | . | -1% | -1% | -4% | -2% | 0.0% | 0% | 5 | 0%
CN(C)c1ccc(-n2cccc2)cc1 | 2% | -1% | -5% | ? | -14% | -22% | -0.8% | 1% | -3 | 6%
Cc1cc(C)c(NC(=O)CN2C(=O)NC3(CCCc4ccccc43)C2=O)c(Cl)c1 (stereo not given) | -8% | . | -2% | 10% | 1% | -6% | -0.2% | -2% | 2 | 16%
CSCc1c(C(=O)Nc2ccccc2N2CCOCC2)oc2ccccc12 | 4% | . | 0% | -13% | 6% | -43% | -0.1% | 6% | 11 | -14%
O=C(COC(=O)/C=C/c1ccccc1)Nc1cccnc1Cl | -1% | . | -7% | 0% | 10% | -11% | 0.1% | 3% | 8 | -16%
COCCNC(=O)c1cc2cc(Br)cc(OC)c2oc1=O | 2% | 8% | -9% | 4% | -1% | -4% | -0.1% | 0% | 19 | -1%
CCOCC(O)CNC(=O)c1ccc2nc(Cc3ccc(OC)c(OC)c3)oc2c1 (stereo not given) | -12% | 4% | -4% | -8% | 2% | -18% | 0.2% | 4% | -10 | 7%
Nc1nncn1C(=O)c1ccc(Cl)cc1Cl | -3% | 78%[activator] | 0% | 3% | -4% | 0% | 0.3% | 0% | 1 | 4%
Cc1ccc(-c2ccc(/C=C(\C#N)C(N)=S)n2C)cc1 | 0% | -6% | 0% | ? | -9% | 8% | 0.2% | 11% | 3 | -17%
COc1ccc2c(Cl)c(C(=O)N/N=C/c3ccc4c(c3)OCO4)sc2c1 | 0% | 43%[activator] | 10% | -24% | -5% | -57% | -1.0% | 0% | 8 | -22%
CC(C)(C)NC(=O)NCc1ccco1 | -5% | 1% | -1% | 4% | -5% | 13% | -0.3% | 1% | 4 | ?
COc1ccc(C(=O)/C=C/NCc2ccc(C)cc2)cc1 | 0% | . | -3% | . | . | 33% | . | . | . | -4%
CCCCNc1ccc(S(N)(=O)=O)cc1[N+](=O)[O-] | 2%[46.1 µM] | -1% | . | -2% | -15% | . | 4.1% | -2% | -1 | .

Taken from above.
CSCc1c(C(=O)Nc2ccccc2N2CCOCC2)oc2ccccc12 – PTAP TSG101 blk = 0%
COc1ccc(C(=O)/C=C/NCc2ccc(C)cc2)cc1 – Integrin act MD = -4%
COc1ccc2c(Cl)c(C(=O)N/N=C/c3ccc4c(c3)OCO4)sc2c1 – B2AR arrestin = -1.0%

(list continues)
SMILES | TCR activator | MLL CXXC-DNA inh | PTAP TSG101 blk | ELG1 DNA repair | AT treatment | BRCA1 expr up | B2AR arrestin | p53 reactivation | TRPV1 ag | Integrin act MD
CSc1sc(C(=O)NCC2CC2)c(-c2cccs2)c1C#N | -1% | 27% | -5% | -8% | -1% | -14% | 0.3% | -4% | . | 1%
CCCOC(=O)C1C2C=C[C@]3(CN(CCc4ccccc4)C(=O)[C@H]13)O2 (stereo not given in full) | 4% | -3% | -10% | 8% | -2% | -29% | -0.6% | -2% | -1 | 2%
N#C[C@]1(S(=O)(=O)c2ccccc2)C[C@@H]2ON=C(c3cccc(Br)c3)[C@@H]2C1 | 1% | 11% | 1% | -23% | 2% | -28% | -0.4% | 10% | 1 | -22%
COc1ccc(-c2nnc(SCC(=O)NC(C)c3ccccc3)o2)cc1 (stereo not given) | -6%[46.1 µM] | 2% | -8% | -7% | 3% | 1% | 0.1% | 2% | -1 | -3%
S=C1NCCNC(=S)NCCOCCOCCN1 | -3% | 10% | -4% | 14% | -2% | 12% | -0.1% | -1% | 3 | -8%
Cc1cccc(-n2nc([N+](=O)[O-])c(=NC3CCN(Cc4ccccc4)CC3)n2O)c1 | 2% | 6% | -7% | -10% | 0% | -68% | 0.0% | 14µM* | 1 | 4%
Cc1ccc2nc3c(cc2c1)c(C)nn3-c1ccccc1 | 2% | -2% | -3% | 7% | 26% | -20% | 0.0% | 0% | 19 | 9%
COc1ccc(N2CCN(C(=O)CN(C)S(=O)(=O)c3cccs3)CC2)cc1 | 1% | 0% | -2% | -3% | 6% | -1%&-1% | 0.3% | -4% | 9 | 1%
O=C(CCSc1ccccc1)NCc1cccnc1 | 5%[46.1 µM] | 31%[activator] | 0% | 11% | 2% | -14% | -0.2% | 3% | 23 | 31%
